# GPR55 activation: GPR55 agonists via beta-arrestin recruitment, primary screen, imaging, U2OS cells, beta-arrestin-GFP redistribution (AID 1961); U2OS GPR55 beta-arrestin-GFP redistribution imaging; higher % means a stronger effect; activation, % at 10 µM, or EC50 in µM where a hit was titrated; 290,000 tested, 0.048% active;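 active = activation above 40% with more than 50 cells counted in the well; inconclusive = wells holding fewer than 50 cells, flagged as toxic or sparse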;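 note: U2OS osteosarcoma cells stably expressing GPR55 and beta-arrestin-GFP; plate controls were DMSO negative control for no effect and LPI positive control for full effect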
# SIAH1 antagonists: Siah-1 peptide-binding antagonists, primary screen, biochemical, fluorescence polarization, rhodamine-plectin, uHTS (AID 1817); Siah-1 / rhodamine-plectin peptide fluorescence polarization; higher % means a stronger effect; one-dose displacement, % at 20 µM; IC50 in µM for titrated hits; 290,000 tested, 0.02% active;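 active = displacement of at least 50% at 20 µM, with a fluorescence ratio check between 0.3 and a set limit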;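 note: plate controls were Siah plus tracer with DMSO for no effect and tracer alone without Siah for full effect; strong numbers were not always called active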
# GPR35 arrestin U2OS: inhibition of zaprinast-stimulated GPR35 beta-arrestin translocation – imaging, U2OS, beta-arrestin-GFP, zaprinast agonist, primary screen (AID 2058); U2OS GPR35 beta-arrestin-GFP translocation imaging, zaprinast antagonism; higher % means a stronger effect; one-dose inhibition, % at 10 µM; IC50 in µM for titrated hits; 290,000 tested, 0.052% active;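 active = inhibition of at least 50% with at least 30 cells and total cytoplasm GFP at most 10,000,000; inconclusive = under 30 cells or total GFP of 10,000,000 plus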
# K1F lysis inhibition: inhibition of K1F phage lysis, E. coli UTI89, bacterial capsule biogenesis inhibitors, alamar blue (AID 488966) | 340,000 tested, 0.02% active | inhibition, % at 100 µM; hits with a dose series show IC50 in µM | E. coli UTI89 K1F phage lysis, alamar blue, 2 h; higher % means a stronger effect;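 active = phage lysis inhibition, versus mean bacterial control, above a set limit; inconclusive = no clear call, values can overlap the other calls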;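 note: capsule biogenesis inhibitors block K1F phage lysis so surviving cells raise fluorescence; higher fluorescence means more inhibition of phage lysis; actives were called in the ten point dose series up to 300 µM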
# HIV fusion peptide: inhibitors of HIV fusion peptide binding, primary screen, biochemical, uHTS, fluorescence dequenching (AID 1986) | cell-free peptide binding, fluorescence dequenching, 30 min; higher % means a stronger effect | one-dose inhibition, % at 20 µM; IC50 in µM for titrated hits | 290,000 tested, 0.3% active; in the data active = inhibition mostly above about 52%, no sharp cut-off; inactive = mostly below about 76%; note: some results filed as inactive read as strong as hits
# NS5 inhibitors: flavivirus cap methylation enzyme inhibition – biochemical, confirmation dose response, primary screen (AID 588689); Dengue-2 NS5 methyltransferase capping enzyme assay, biochemical; higher % means a stronger effect; inhibition, % at 25 µM, or IC50 in µM where a hit was titrated; 340,000 tested, 0.3% active; in the data active = a potency from the dose series; inconclusive = inhibition above about 29% without an active follow-up result
# GPR55 antagonists: inhibition of LPI-stimulated GPR55 beta-arrestin translocation – imaging, U2OS, beta-arrestin-GFP, LPI agonist, primary screen (AID 2013). U2OS GPR55 beta-arrestin-GFP translocation imaging, LPI antagonism; higher % means a stronger effect. inhibition, % at 10 µM, or IC50 in µM where a hit was titrated. 290,000 tested, 0.13% active;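 active = spots per cell inhibited over 60%, with over 100 cells counted and total cytoplasm intensity under 500,000; inconclusive = wells with under 100 cells, flagged as likely toxic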;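 note: U2OS cells stably carrying GPR55 and arrestin-GFP stimulated by 5 µM LPI near EC80; imaged beta-arrestin-GFP aggregate spots per cell after agonist stimulation; plate controls were LPI-stimulated DMSO wells for no effect and DMSO wells without LPI for full effect; some results filed as inactive read as strong as hits; confirmed hits need IC50 under 10 µM and bright autofluorescent wells are also inconclusive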
# NTR1 agonist: NTR1-driven beta-arrestin-GFP spot formation – imaging, U2OS cells, high content, primary screen (AID 493036); P30989; agonist mode; activation, % at 20 µM; 330,000 tested, 0.17% active;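 active = activation at or above 40% of the spot to cytoplasm intensity ratio, with at least 20 cells analyzed; inconclusive = wells under 20 cells, flagged as cytotoxic or low count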;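 note: 0% = DMSO without peptide and 100% = 100 nM NTR1 peptide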
# Target sequence (P30989 whole entry, looked up): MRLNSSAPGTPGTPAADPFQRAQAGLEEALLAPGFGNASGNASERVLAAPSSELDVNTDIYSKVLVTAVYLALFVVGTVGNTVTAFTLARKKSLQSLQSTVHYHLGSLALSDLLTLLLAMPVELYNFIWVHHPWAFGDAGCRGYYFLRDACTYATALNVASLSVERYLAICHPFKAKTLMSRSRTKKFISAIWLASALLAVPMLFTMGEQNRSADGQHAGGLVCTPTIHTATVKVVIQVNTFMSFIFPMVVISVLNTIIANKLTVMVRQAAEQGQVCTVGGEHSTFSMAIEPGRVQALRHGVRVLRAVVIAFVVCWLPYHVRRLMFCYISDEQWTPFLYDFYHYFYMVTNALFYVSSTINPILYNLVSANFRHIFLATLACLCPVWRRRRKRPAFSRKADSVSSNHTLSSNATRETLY
# AID2073: inhibitors of Mint1-CaV2.2 protein interaction, biochemical, HTRF (AID 2073); HTRF protein-protein interaction, Mint1-CaV2.2; higher % means a stronger effect; one-dose inhibition, % at 20 µM; IC50 in µM for titrated hits; 290,000 tested, 0.19% active; in the data active = inhibition mostly above about 51%, no sharp cut-off; inconclusive = no clear call, values can overlap the other calls; inactive = mostly below about 53%; note: some results filed as inactive read as strong as hits
# NTR1 agonist cell count 20 µM: further read-out of NTR1 agonist, marked with its call; cell count; measured here: cell count, cytotoxicity flag
# NS5 inhibitors pilot replicate: also measured in NS5 inhibitors; calls as there; inhibition, %; measured here: pilot screen replicate inhibition
# Starred values were filed as active, the others as inactive; ? = inconclusive; nt = not tested or not shown; [ ] = remark or other dose.
SMILES,GPR55 activation,SIAH1 antagonists,GPR35 arrestin U2OS,K1F lysis inhibition,HIV fusion peptide,NS5 inhibitors,GPR55 antagonists,NTR1 agonist,NTR1 agonist cell count 20 µM,AID2073,others
CC(Oc1ccc(Cl)cc1)C(=O)Nc1ncccn1 (configuration not stated),0.4%,0%,-4%,3.7%,-1.0%,-1%,1%,3.3,61,-8%,
CCOc1ccc(N2CC(C(=O)OCC(=O)c3ccc(OC)cc3)CC2=O)cc1 (configuration not stated),0.0%,-7%,12%,0.5%,-1.5%,-8%,2%,0.2,51,11%,
O=C(c1cc(-c2ccc(Cl)cc2Cl)on1)N1CCCC1,0.2%,0%,-9%,0.4%,-1.4%,-15%,-12%,2.5,35,-11%,
Cc1ccc(C)c(NC(=O)c2nc(-c3ccccc3)n(-c3ccccc3)n2)c1,0.1%,0%,-2%,0.6%,0.2%,-10%,6%,3.1,78,8%,
Oc1ccc(C(=S)N2CCCCC2)cc1Cl,-0.2%,3%,0%,0.4%,0.5%,-14%,8%,-1.4,101,-6%,NS5 inhibitors pilot replicate=-3.0
Cc1cccc2c(Cl)cc(=O)[nH]c12,0.4%,6%,1%,nt,-0.2%,nt,14%,-1.4,40,-3%,
Cn1c(NCc2ccco2)nc2c1c(=O)n(Cc1ccc(Cl)cc1Cl)c(=O)n2C,-0.1%,-1%,-1%,-0.6%,-0.1%,-3%,4%,4.7,44,-8%,
O=C(Nc1cnc2ccccc2c1)N1CCCCC1,-0.2%,2%,-1%,0.4%,-1.2%,0%,-2%,-0.7,41,-4%,
Cc1cc(C=C2C(=O)c3ccccc3C2=O)c(C)n1-c1ccc(Cl)cc1,0.3%,3%,-1%,1.1%,18%,3%,17%,nt,nt,12%,
O=C1NCCCC1C(=O)N/N=C/c1ccc([N+](=O)[O-])cc1 (configuration not stated),0.3%,-3%,-4%,nt,1.4%,nt,15%,-0.6,64,5%,
COc1cc(CN(C(=S)NCC(=O)NC2CC2)C2CCCC2)cc(OC)c1OC,-0.5%,0%,3%,1.9%[50 µM],-1.2%,-12%,-1%,0.3,51,-60%,
C/C(=N\NC(=O)c1nnn(-c2nonc2N)c1-c1ccc(Cl)c(Cl)c1)c1ccncc1,-0.1%,-2%,14%,-0.1%,3.1%,3%,-7%,3.9,46,-1%,
CCOC(=O)N1CCN(c2c(N3CCN(c4ccccn4)CC3)c(=O)c2=O)CC1,-0.1%,1%,-10%,-0.1%,-1.6%,-4%,0%,1.4,88,-4%,
CCC(C(=O)O)n1nnc(-c2ccc(OCc3ccccc3)c(OC)c2)n1 (configuration not stated),-0.1%,6%,4%,nt,0.9%,nt,1%,0.7,53,1%,
CCCc1cc(C(=O)Nc2ccn(Cc3ccc(C)cc3)n2)no1,0.2%,0%,1%,1.5%[50 µM],-1.4%,-6%,9%,1.2,50,?,
CCOc1ccc(S(=O)(=O)n2cc(-c3ccc(F)cc3)c(N)n2)cc1,-0.1%,3%,-3%,4.1%,-2.2%,6%,8%,5.8,74,-4%,
Cc1cc(NC(=O)Cc2c(F)cccc2Cl)no1,-0.1%,3%,-3%,0.1%,-2.3%,-1%,2%,-1.4,60,10%,
COC(=O)c1ccc(NC(=O)c2ccccc2NS(C)(=O)=O)cc1,-0.1%,-6%,19%,-0.2%,3.2%,16%,2%,1.1,42,8%,
CCOCCCNC(=S)N1CCCN(c2nc3cc(C)ccc3cc2C#N)CC1,0.1%,-7%,-3%,0.1%,0.1%,-2%,7%,3.1,42,-4%,
COc1cc(/C=C/C(=O)N2CCN(C(=O)/C=C/c3cc(OC)c(OC)c(OC)c3)CC2)cc(OC)c1OC,-0.1%,15%,4%,0.2%,-1.4%,0%,2%,0.4,53,2%,
CCOC(=O)C1=C(CN2CCc3ccccc32)NC(=O)NC1c1ccc(Cl)cc1 (configuration not stated),-0.1%,-1%,7%,-1.1%,-1.1%,1%,10%,15,86,23%,
Cc1ccc2c(C)c(C(=O)N3CCN(c4ncccn4)CC3)oc2c1C,0.0%,-1%,12%,-0.4%,0.6%,-4%,-19%,16,64,-4%,
O=C(/C=C\c1cn(-c2ccccc2)nc1-c1ccc2c(c1)OCCO2)N1CCOCC1,-0.2%,0%,0%,0.0%,-0.9%,-6%,-2%,2.8,87,7%,
O=c1n(-c2ccc(Br)cc2)cnn1-c1ncccc1[N+](=O)[O-],-0.1%,2%,-15%,0.4%,-1.7%,-6%,0%,-1.5,32,0%,
COc1ccccc1-c1c(C(F)(F)F)oc2cc(OC(=O)c3ccc([N+](=O)[O-])cc3)ccc2c1=O,0.6%,10%,-10%,-1.1%,2.6%,-2%,-3%,0.4,60,16%,

# A draw from above in order of SMILES length, ascending:
SMILES,GPR55 activation,SIAH1 antagonists,GPR35 arrestin U2OS,K1F lysis inhibition,HIV fusion peptide,NS5 inhibitors,GPR55 antagonists,NTR1 agonist,NTR1 agonist cell count 20 µM,AID2073,others
Cc1cccc2c(Cl)cc(=O)[nH]c12,0.4%,6%,1%,nt,-0.2%,nt,14%,-1.4,40,-3%,
O=C(c1cc(-c2ccc(Cl)cc2Cl)on1)N1CCCC1,0.2%,0%,-9%,0.4%,-1.4%,-15%,-12%,2.5,35,-11%,
COC(=O)c1ccc(NC(=O)c2ccccc2NS(C)(=O)=O)cc1,-0.1%,-6%,19%,-0.2%,3.2%,16%,2%,1.1,42,8%,
O=c1n(-c2ccc(Br)cc2)cnn1-c1ncccc1[N+](=O)[O-],-0.1%,2%,-15%,0.4%,-1.7%,-6%,0%,-1.5,32,0%,
CCOc1ccc(S(=O)(=O)n2cc(-c3ccc(F)cc3)c(N)n2)cc1,-0.1%,3%,-3%,4.1%,-2.2%,6%,8%,5.8,74,-4%,
Cc1ccc(C)c(NC(=O)c2nc(-c3ccccc3)n(-c3ccccc3)n2)c1,0.1%,0%,-2%,0.6%,0.2%,-10%,6%,3.1,78,8%,
CCOC(=O)N1CCN(c2c(N3CCN(c4ccccn4)CC3)c(=O)c2=O)CC1,-0.1%,1%,-10%,-0.1%,-1.6%,-4%,0%,1.4,88,-4%,
Cn1c(NCc2ccco2)nc2c1c(=O)n(Cc1ccc(Cl)cc1Cl)c(=O)n2C,-0.1%,-1%,-1%,-0.6%,-0.1%,-3%,4%,4.7,44,-8%,

# The list continues:
SMILES,GPR55 activation,SIAH1 antagonists,GPR35 arrestin U2OS,K1F lysis inhibition,HIV fusion peptide,NS5 inhibitors,GPR55 antagonists,NTR1 agonist,NTR1 agonist cell count 20 µM,AID2073,others
Cc1cc2ncc(-c3ccc(Cl)cc3)cn2n1,0.1%,3%,0%,0.2%,-1.7%,2%,-1%,-2.0,63,-15%,
CCn1cc(C(=O)NN)c(=O)c2cc(F)c(N3CCN(C)CC3)cc21,0.6%,7%,0%,0.4%[50 µM],0.1%,1%,8%,-0.5,101,-1%,
C=CCn1cc(/C=C2\SC(N3CCOCC3)=NC2=O)c2ccccc21,-0.1%,13%,6%,nt,-1.9%,nt,7%,1.1,31,-10%,
O=C(O)Cc1ccc(NC(=O)Nc2cccc3ccccc23)cc1,-0.1%,-2%,15%,0.1%[50 µM],1.6%,-3%,12%,-0.9,46,6%,
CCc1ccc(CNc2ccc3c(c2)ncn3C)cc1,-0.1%,-3%,10%,12%,4.2%,-3%,4%,5.4,51,-1%,
COc1ccc(S(=O)(=O)NC(C)C(=O)NCc2ccccn2)cc1Cl (configuration not stated),-0.2%,-4%,-4%,0.4%,0.2%,-7%,-4%,-1.2,65,-17%,
COc1ccc(NC(=O)C#Cc2ccccc2)cc1OC,0.4%,-2%,11%,-0.2%,-0.9%,0%,2%,0.4,40,-7%,
O=C(CCCCCN1C(=O)CCC1=O)Nc1ccc(Br)cc1F,-0.2%,-1%,-16%,0.0%,-1.5%,nt,0%,-0.3,55,-17%,
O=C(CNC(=O)c1ccccc1Br)N/N=C/c1ccc(O)cc1,0.1%,-7%,16%,-1.2%,-1.5%,-4%,2%,1.4,41,30%,
Cc1ccc(Cn2c(=O)n(-c3ccccc3)c(=O)c3ccc(C(=O)NCc4ccco4)cc32)cc1,-0.3%,0%,-7%,-2.3%,-0.9%,-2%,5%,-1.5,60,-1%,
COc1ccc(O)c(/C=N/NS(=O)(=O)c2ccc(C)cc2)c1,0.4%,-5%,10%,0.3%,0.5%,-5%,9%,0.7,78,12%,
C#Cc1ccc([C@@H]2C=C(C(=O)OCC=C)O[C@H](OCCCCO)C2)cc1,0.2%,10%,-16%,-1.4%,8.0%,2%,-4%,3.6,51,51%,
Fc1ccc2nc(Nc3nc4c(s3)CCCC4)sc2c1,-2.1%,-7%,15%,0.8%,1.3%,-7%,-11%,0.1,95,10%,
COCCCNC(=O)Cn1cc(/C=C(\C#N)C(=O)NC2CC2)c2ccccc21,0.4%,-2%,-12%,-0.2%,-1.5%,2%,16%,0.2,57,9%,NS5 inhibitors pilot replicate=0.3
Cc1cc(Cl)c(OCCOCCN2CCCC(C)C2)c(Br)c1 (configuration not stated),-0.1%,7%,14%,0.4%,2.0%,-4%,18%,-1.8,67,11%,
Cc1ccc(Nc2cc(C)nc3ccc(C)cc23)cc1,0.6%,-4%,-6%,0.2%,-0.9%,7%,-10%,4.9,64,4%,
CC(=O)Nc1ccc(CN2CCCC(C(=O)c3ccc(C(F)(F)F)cc3)C2)cc1 (configuration not stated),0.0%,2%,3%,0.0%,1.6%,-8%,-10%,0.6,50,7%,
Cc1cccc(N2CCN(C(=O)c3ccc4nc(-c5ccco5)c(-c5ccco5)nc4c3)CC2C)c1 (configuration not stated),-0.2%,-11%,-15%,0.0%,52%,5%,6%,0.9,80,56%,
Cc1ccc(C2C3=C(CC(C)(C)CC3=O)N=C3c4ccccc4C(=O)C32)cc1 (configuration not stated),-0.1%,-1%,-2%,6.6%,-4.7%,13%,13%,8.1,45,9%,
